# Mito fusion act: inhibitors of mitochondrial division or activators of mitochondrial fusion; S. cerevisiae fusion-defective mutant growth rescue, CellTiterGlo 48 h; Potency, µM (highest dose often 46.1 µM), for the others: top-dose growth rescue (activation), hits mostly activators; 320,000 compounds, 0.23% hits;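 further: potency means the concentration at half of the fitted maximal effect; % of control where 0% means no effect; nearly all actives have a fitted effect of over 45% in size; temperature-sensitive fusion mutants such as fzo1-1 at 37 °C on non-fermentable ethanol glycerol medium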
#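 Growth-rescue viability read-out: after 48 h at the non-permissive 37C in glycerol/ethanol YPEG, yeast mitochondrial fusion mutants are measured by CellTiterGlo luminescence; compounds (23 nl pinned per well) restoring growth score as division inhibitors or fusion activators.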
# TSHR antag: antagonists of human thyroid stimulating hormone receptor; TSHR-expressing cells, TSH-stimulated cAMP HTRF, 2 h; active compounds read low; AID 504810; P16473; activity change, negative = inhibition, % at 11.5 µM; 330,000 compounds, 0.2% hits;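 active means activity change below a set negative limit, meaning inhibition stronger than a set level, cut at about -70% in these data; inconclusive means activity change between two set negative limits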; further: on the % scale 0 is the no-effect control and ±100 the full control effect
# Target sequence (P16473 whole entry, looked up): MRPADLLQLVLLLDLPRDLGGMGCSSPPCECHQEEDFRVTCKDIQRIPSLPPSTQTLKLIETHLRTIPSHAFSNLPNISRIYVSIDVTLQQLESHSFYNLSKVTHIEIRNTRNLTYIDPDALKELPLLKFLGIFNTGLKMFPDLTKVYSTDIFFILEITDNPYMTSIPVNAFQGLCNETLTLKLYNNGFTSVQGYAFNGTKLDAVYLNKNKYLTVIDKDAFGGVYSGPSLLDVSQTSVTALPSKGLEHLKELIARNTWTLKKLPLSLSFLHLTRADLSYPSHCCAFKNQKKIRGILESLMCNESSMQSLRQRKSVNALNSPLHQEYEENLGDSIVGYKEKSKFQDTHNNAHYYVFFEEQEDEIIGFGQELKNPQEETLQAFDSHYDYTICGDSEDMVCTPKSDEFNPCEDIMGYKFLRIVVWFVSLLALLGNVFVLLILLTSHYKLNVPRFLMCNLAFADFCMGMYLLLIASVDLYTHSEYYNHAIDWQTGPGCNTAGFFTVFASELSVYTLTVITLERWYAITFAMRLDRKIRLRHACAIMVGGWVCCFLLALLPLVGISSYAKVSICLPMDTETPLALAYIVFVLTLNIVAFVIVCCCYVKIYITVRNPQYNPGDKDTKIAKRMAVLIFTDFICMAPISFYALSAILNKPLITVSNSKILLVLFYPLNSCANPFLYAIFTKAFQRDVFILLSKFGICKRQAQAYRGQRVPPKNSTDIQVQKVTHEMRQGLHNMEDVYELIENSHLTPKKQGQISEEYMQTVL
#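 TSHR-expressing cells, 200/well, pre-treated with compound, then stimulated with EC80 TSH (4nM final) for 2 hours at 37 deg C. cAMP measured by competitive HTRF: anti-cAMP cryptate antibody in lysis buffer plus cAMP-d2, read after 30 minutes at room temperature.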
# AT treatment: potential ataxia-telangiectasia treatment | Potency, µM (doses to about 57.5 µM), inactives show at the top dose activation, actives largely listed as activators | 320,000 compounds, 0.19% hits | […] A-T fibroblasts, KAP-1 phosphorylation AlphaLISA; neocarzinostatin DNA damage 30 min before lysis | AID 485349; further: potency means the concentration at half of the fitted maximal effect; % of control where 0% means no effect; nearly all actives have a fitted effect of over 45% in size
#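 ATM-like activity read as KAP-1 phosphorylation via AlphaLISA donor/acceptor antibody pairs after lysis and 6 hr at 25C. Cells were ATM-null patient fibroblasts ([…], hTERT), dosed 60 min, then exposed to the DSB inducer NCS for 30 min.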
# USP2a inh: USP2a (human) protease inhibition; O75604; USP2 core, Ub-CHOP2 coupled fluorogenic reporter, 485/531; Potency, µM (doses to about 38.3 µM), inactives show top-dose activity change, negative = inhibition, actives largely listed as inhibitors; 330,000 compounds, 0.01% hits;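 further: potency means the concentration at half of the fitted maximal effect; plate controls were DMSO wells for no effect and full inhibition by NEM control for full effect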
#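 Cell-free coupled assay: 10nM USP2 core preincubated 30min RT with compound in Tris-HCl pH 8.0/CaCl2/CHAPS buffer, then 25nM Ub-CHOP2 and 25nM reporter substrate; fluorescence (Ex 485/Em 531) read after 60min RT, normalized to NEM inhibition, concentration-response curves fitted.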
# TCR activator: T cell receptor activation; primary human leukocytes, anti-CD3, IL-2 HTRF, 48 h; Potency, µM (highest dose often 9.22 µM), for inactives: at the highest dose activation of IL-2 secretion, hits mostly activators; 330,000 tested, under 10 active; further: % of control where 0% means no effect
#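 48 hr co-incubation of compounds, a-CD3 beads and primary human leukocytes; IL-2 quantified homogeneously by HTRF with anti-IL-2 K and d2 conjugates.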
# KCNH2 3.1 block: KCNH2 3.1 (human) potassium channel inhibition; U2OS KCNH2 3.1, thallium flux FluxOr; active compounds read low; activity change, % (tested at about 1.8 µM); 340,000 compounds, 0.95% hits; AID 720553;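 active means maximum activity change below -70%; inconclusive means maximum activity change from -70% to -50%; inactive means maximum activity change above -50%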;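 further: thallium influx rate constant from kinetic fluorescence after stimulation buffer; on the % scale 0 is the no-effect control and ±100 the full control effect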
#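 We transduce U2OS cells with the mutant 3.1 virus, culture them overnight, load FluxOr with Red40 quencher for 45 min, then add stimulation buffer and read kinetically for 2 min to derive a normalized rate constant.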
# hERG WT inh: KCNH2 (human, wildtype) channel inhibition; 340,000 compounds, 0.37% hits; Q12809; AID 720551; activity change, % at 1.84 µM; U2OS, BacMam KCNH2, thallium flux FluxOr; active compounds read low;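 active means maximum activity change below -70%; inconclusive means maximum activity change between -70% and -50%; inactive means maximum activity change above -50%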; further: on the % scale 0 is the no-effect control and ±100 the full control effect
#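 U2OS cells transduced with wild-type KCNH2 virus are loaded with FluxOr dye for 45 min, and thallium flux is measured in kinetic reads before and after stimulation buffer. Rate constants are normalized to DMSO controls.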
# Eya2 inh: inhibitors of human Eya2 phosphatase activity; Potency, µM (doses to about 76.9 µM), inactives show top-dose activity, negative = inhibition, most hits filed as inhibitors; recombinant Eya2, OMFP fluorescence dephosphorylation (OMFP is methylfluorescein phosphate); 330,000 compounds, 0.006% hits; O00167; further: potency means the concentration at half of the fitted maximal effect; on the % scale 0 is the no-effect control and ±100 the full control effect
#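 Eya2 protein (added as 0.2 uM solution) was preincubated with compound for 10 min at ambient temperature in 50 mM HEPES pH 7.5, 50 mM NaCl, 5 uM MgCl2, 0.05% BSA, 1 mM DTT. OMFP (added at 50 uM) then reacted 10 min; fluorescence read at 485/525 nm.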
# ELG1 DNA repair: inhibitors of ELG1-dependent DNA repair in HEK293T cells | HEK293T ELG1-luciferase reporter, luminescence, 16 h; DNA damage induced by 5-fluorouridine | Potency, µM (top dose mostly 46.1 µM), for inactives: at the highest dose activity change, negative = inhibition, usual class: inhibitors | 330,000 compounds, 2.3% hits; further: potency means the concentration at half of the fitted maximal effect; on the % scale 0 is the no-effect control and ±100 the full control effect; nearly all actives have a fitted effect of over 55% in size
#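 DMSO vehicle served as the neutral condition. Each well held 2,000 cells given 5-fluorouridine plus compound; after 16 hr at 37 °C/5% CO2, ONE-Glo was added and luciferase measured 30 min later.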
# TRPV1 agonist: agonists of human vanilloid receptor 1 (TRPV1); 320,000 compounds, 0.19% hits; TRPV1-expressing cells, Fluo-8 calcium influx, agonist mode; activation, % at 8.33 µM; Q8NER1; in the data active means activation above about 80%; inconclusive means between about 30% and that limit; further: 0% is about no effect
#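 TRPV1-expressing cells were cultured overnight at 35.5C and loaded with Fluo-8 calcium dye for 40 to 90 min at room temperature. After a 10 s baseline, compound was added and calcium influx was read kinetically for 3 min (ex 480/em 520 nm).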
# Active calls of the source: *; ? = inconclusive; . = not tested or not shown; [ ] = another dose, or the depositor's remark. Unless noted, the call rests on the fitted dose curve; in most records, active means well fitted curve in the direction sought with a large enough effect; inconclusive means small, poorly fitted or top-dose-only effect, or another doubt; inactive means no such curve, though single readings can be large; an effect the other way counts as inactive or inconclusive. Some of the compounds tested; the hit share may differ from the screen's.
SMILES,Mito fusion act,TSHR antag,AT treatment,USP2a inh,TCR activator,KCNH2 3.1 block,hERG WT inh,Eya2 inh,ELG1 DNA repair,TRPV1 agonist
CCCCN(C(=O)c1ccco1)C1CCS(=O)(=O)C1 (stereo not drawn),1.8%,-2.4,10.5%,-0.8%,-3.1%,11.8,-5.4,-4.2%,11.3%,-3.5
CCN(C(=O)COC(=O)CCC1CCCC1)c1c(N)n(Cc2ccccc2)c(=O)[nH]c1=O,-3.4%,-7.2,6.8%,-1.3%,-1.0%,0.6,33.1,19.7%,23.3%,-2.4
O=C(c1cc(Cl)nc2ccccc12)N1CCCCC1,2.9%,18.1,-9.3%,2.9%,-6.0%,0.1,9.0,-16.3%,-7.6%,-7.0
CC(C)(C)NC(=O)CCn1nc(-c2ccc(Cl)cc2)c2ccccc2c1=O,22.3%,1.2,0.8%,2.0%,2.6%,0.8,4.0,-9.9%,?,0.4
COc1cc(/C=C2/SC(=S)N(Cc3ccccc3)C2=O)ccc1OCC(=O)O,2.0%,-16.8,11.4%,-1.2%,2.3%,-1.5,-1.2,-5.9%,.,3.0
CCN(C(=O)C1CC1)C1CCS(=O)(=O)C1 (stereo not drawn),-2.9%,5.8,-0.5%,0.3%,-1.8%,21.5,2.8,-4.7%,5.4%,4.6
COc1ccc2cc(CCNC(=O)CCc3ccccc3)c(=O)[nH]c2c1,0.1%,19.2,-0.6%,1.1%,-4.1%,-2.4,-26.6,-1.2%,4.4%,-1.2
CC(C)NS(=O)(=O)c1ccc(NC(=O)C2CCCCC2)cc1,-0.9%,9.8,-1.8%,0.4%,2.9%,1.5,-1.3,9.0%,-20.3%,3.3
O=C(CCN1C(=O)/C(=C/c2ccccc2F)SC1=S)NC1C=CS(=O)(=O)C1 (stereo not drawn),8.2%,13.6,1.3%,0.3%,-1.1%,4.1,-10.5,1.9%,-2.4%,5.8
COc1ccc(OCCOc2ccc(C)nc2[N+](=O)[O-])cc1,4.4%,-4.4,-3.8%,0.1%,-1.7%[46.1 µM],-6.9,0.6,8.3%,?,2.6
CSCCC1NC(=O)N(CC(=O)Nc2c(Cl)cc(Cl)cc2Cl)C1=O (stereo not drawn),-2.3%,-15.1,1.1%,2.4%,15.0%,-16.0,8.7,-1.8%,-0.1%,0.4
COc1ccc(CCN2C(=O)C(O)=C(C(C)=O)C2c2ccccc2OC)cc1OC (stereo not drawn),-6.0%,11.0,-5.1%,1.6%,.,-4.3,9.6,-1.6%,3.7%,-0.8
O=[N+]([O-])c1ccc(N2CCN(Cc3ccccc3)CC2)s1,9.9%,1.0,-5.4%,1.4%,-8.5%,11.8,3.8,-27.6%,?,1.6
Fc1ccccc1CNc1cc(Cl)cc(Cl)c1,8.0%,17.2,35.1%,-0.6%,-4.4%,5.3,2.9,0.0%,?,-5.0
CSc1nc2ccc3nc(NC(=O)c4ccccc4)sc3c2s1,2.7%,-25.3,7.6%,-2.2%,-6.8%,-7.3,-5.3,-5.4%,?,5.4
CC(C)(C)C1(O)CC(C(F)(F)F)=NN1C(=O)CCc1ccccc1 (stereo not drawn),-3.1%,-0.5,?,7.0%,-11.3%,7.9,-2.1,3.5%,4.0%,10.1
CCN(CCO)c1ncnc2onc(-c3ccc(F)cc3)c12,0.2%,-10.4,8.8%,0.9%,2.0%,-0.1,-12.0,-1.5%,-17.0%,-0.6
COc1cc(NC(=O)Cn2cnc3c(OCc4ccccc4)ncnc32)cc(OC)c1OC,.,-7.2,10.5%,-0.4%,-0.5%,9.3,-8.4,-4.7%,-0.9%,.
COc1ccc(C2Nc3cccc4cccc(c34)N2)cc1Br,-2.4%,-7.3,-9.7%,-1.8%,3.6%,4.5,-3.1,-26.0%,7.8%,-3.3
O=c1cc(-c2ccccc2)oc2cc(OCc3ccccc3)cc(O)c12,-1.7%,4.9,3.3%,3.5%,4.6%,-13.4,6.7,-3.4%,-9.1%,-1.8
NC(=O)c1cnn(Cc2ccc(Cl)cc2)c1N,-0.4%,1.1,-0.9%,-5.7%,8.4%,-10.8,2.2,-13.3%,1.3%,2.0
COc1cc(OC)c(S(=O)(=O)Nc2ccccc2NC(=O)CN2CCOCC2)cc1NC(C)=O,-2.2%,0.7,-4.1%,1.5%,0.2%,-4.1,-7.2,10.9%,19.2%,0.4
CC1=C(C(=O)Nc2cc(C(=O)N(C)Cc3ccccc3)ccc2C)SCCO1,-0.4%,-0.4,4.0%,2.1%,3.3%,-2.7,-3.5,11.1%,?,7.6
CC(C)CCC1(CCNC(=O)c2cccs2)CCOC(C)(C)C1 (stereo not drawn),?,-9.5,17.6%,0.5%,-0.5%,8.1,1.7,-4.9%,-15.9%,82.6*
CC1(C)CC(NC(=O)c2ccc(Cl)c(S(=O)(=O)N(Cc3ccccc3)c3ccccc3)c2)CC(C)(C)N1,-2.9%,0.4,-1.0%,-1.6%,3.3%,-20.4,-7.9,-18.6%,-10.0%,-1.0
CCOC(=O)Cc1csc(SC(C)C(=O)NC2CCCCC2C)n1 (stereo not drawn),12.1%,-7.4,1.5%,0.0%,3.5%,-7.4,-1.6,-41.3%,12.5%,8.5
COc1cccc(N=Cc2ccc(O)cc2O)c1,2.7%,17.0,-15.2%,-0.9%,1.9%,21.3,-21.4,5.2%[15.4 µM],?,-4.7
Brc1ccc(OCCN2CCOCC2)cc1,3.3%,3.7,-6.1%,0.2%,13.7%,-1.5,-0.7,10.3%,7.6%,0.6
Cc1ccc(C)n1C1CCS(=O)(=O)C1 (stereo not drawn),-5.7%,-1.2,0.1%,0.2%,6.5%,1.1,-1.6,-8.6%,18.4%,0.2
O=C(c1cc2ccccc2cc1O)N1CCN(c2cccc(Cl)c2)CC1,7.8%,1.6,4.1%,-9.9%,-0.5%,2.1,3.1,5.4%,-9.3%,-1.7
C[n+]1c2n(c3ccccc31)N=C(c1ccc(Br)cc1)CS2,2.7%,-2.1,-5.2%,-1.5%,1.2%,-4.7,-14.0,-1.1%,-25.5%,-2.3
O=C(O)CCC(=O)N1CCCC1,-18.2%,-4.2,2.2%,-1.2%,-5.2%,42.1,2.0,3.4%,-2.6%,0.8
O=C(CCC1CCCN(Cc2cccc3c2OCO3)C1)NCc1ccc(F)c(F)c1 (stereo not drawn),1.1%,7.4,-2.9%,-0.7%,4.6%,7.7,30.6,2.3%,-10.9%,21.8
COc1ccc(-c2c(C#Cc3ccsc3)c3cc(-c4ccc(OC)nc4)ccc3n2C)cc1,-1.0%,-1.5,8.3%,2.6%,-3.1%,.,.,1.6%,1.0%,2.3
S=c1[nH]nc(C2CCCCC2)n1/N=C/c1ccc(Br)cc1,-16.5%,3.8,12.6µM*,5.0%,-8.7%,13.0,2.3,-3.0%,-27.6%,16.3
CCOC(=O)c1sc(NC(=O)Nc2ccccc2)cc1C,22.0%,-5.9,-4.3%,?,-11.3%[46.1 µM],-3.5,-0.8,-0.2%,?,?
O=C(C1CCN(S(=O)(=O)c2cccc3nonc23)CC1)N1CCCCC1,6.0%,10.1,5.6%,2.1%,6.1%,-6.1,-0.3,-3.3%,-1.7%,0.6
COc1ccc(CCNC(=O)CSc2nc3[nH]ncc3c(=O)n2-c2ccc(Cl)cc2Cl)cc1OC,-8.7%,1.9,-1.3%,-1.2%,-0.7%,1.2,5.6,-7.9%,-12.3%,0.5
COc1ccccc1C(=O)NC(C)c1ccccc1 (stereo not drawn),6.4%,-7.0,.,0.2%,-0.5%,5.6,-3.2,18.8%,14.1%,-4.6
Cc1nc(-c2ccc(C(F)(F)F)cc2)sc1C(=O)NN,-14.7%,-5.5,10.2%,1.7%,9.1%,-9.1,-11.0,5.5%,?,14.7
S=C(NCc1ccc(Cl)cc1Cl)Nc1ccccc1,8.3%,-2.3,-2.1%,1.0%,9.6%[46.1 µM],-1.9,-2.4,-3.7%,-22.8%,?
O=C(CCN1C(=O)C2CC=CCC2C1=O)Nc1ccc(S(=O)(=O)N2CCCCC2)cc1 (stereo not drawn),-1.3%,-2.8,-0.4%,2.5%,-0.5%,-7.9,-0.7,-14.5%,-1.5%,13.4
COc1ccc2[nH]c(=O)c(CN(Cc3ccc4c(c3)OCO4)C(C)=O)cc2c1,-0.4%,2.0,3.7%,0.7%,-0.4%,-4.4,-11.3,-32.9%,-16.6%,-5.5
COc1ccccc1OCCn1cc(/C=C(\C#N)C(=O)NCc2cccs2)c2ccccc21,4.0%,14.5,-2.0%,-0.9%,-6.6%[46.1 µM],0.8,6.0,-2.1%,?,0.3
